# KOR beta-arrestin-1: KOR agonists, beta-arrestin recruitment, primary screen, cell-based, luminescence, uHTS (AID 1777). Kappa-type opioid receptor (Homo sapiens). KOR beta-arrestin recruitment, luminescence; higher % means a stronger effect. activation, % at 10 µM, or EC50 in µM where a hit was titrated. 0.02% of 280,000 active; in the data active means activation above about 50%, passing the limit was not always enough; further: a part of the inactive calls stands beside numbers as strong as those of hits
# XIAP displacement: XIAP antagonists, biochemical, IAP family, fluorescence polarization (AID 1018); E3 ubiquitin-protein ligase XIAP (Homo sapiens); XIAP BIR domain, fluorescence polarization peptide displacement; higher % means a stronger effect; displacement, % at 20 µM; hits with a dose series show IC50 in µM; 0.007% of 200,000 active; in the data active means displacement above about 50%; further: a part of the inactive calls stands beside numbers as strong as those of hits
# KOR beta-arrestin-2: KOR antagonists, beta-arrestin recruitment, cell-based, luminescence, uHTS (AID 1778); 0.091% of 290,000 active; inhibition, % at 10 µM, or IC50 in µM where a hit was titrated; Kappa-type opioid receptor (Homo sapiens); KOR beta-arrestin recruitment, luminescence, antagonist mode; higher % means a stronger effect; further: strong numbers were not always called active
# TNAP activators: human TNAP enzyme activators, primary screen, biochemical, luminescent, no phosphate acceptor, uHTS (AID 1001). Alkaline phosphatase, tissue-nonspecific isozyme (Homo sapiens). purified TNAP, luminescent activation assay, no phosphate acceptor; higher activation fold means a stronger effect. activation fold at 20 µM; hits with a dose series show EC50 in µM. 0.03% of 200,000 active; in the data active means activation fold from about 3, or a potency from the dose series; inactive means the rest, 99 in 100 with activation fold below about 1.6; further: many of its hits are not listed in these tables
# NOD1 NF-kB reporter: NOD1 signaling inhibitors, primary screen, cell-based, luminescence, uHTS (AID 1578); NOD1-driven NF-kB luciferase reporter cells, luminescence; higher % means a stronger effect; one-dose inhibition, % at 4 µM; EC50 in µM for titrated hits; 1% of 290,000 active; in the data active means inhibition mostly above about 36%, no sharp cut-off; inactive means mostly below about 34%;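 further: HEK-293T reporter cells stimulated with the NOD1 agonist gamma-tri-DAP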
# HEK293 NOD2/NF-kB: NOD2 signaling inhibitors, cell-based, luminescence, uHTS, HEK293 (AID 1566); 0.63% of 290,000 active; inhibition, % at 4 µM, or EC50 in µM where a hit was titrated; HEK293 NOD2/NF-kB luciferase reporter, luminescence; higher % means a stronger effect; further: many of its hits are not listed in these tables
# human PMI inhibitors: human PMI inhibitors, high substrate, primary screen, biochemical, fluorescence intensity, high mannose 6-phosphate (AID 1220); recombinant PMI enzyme, coupled fluorescence intensity; higher % means a stronger effect; one-dose inhibition, % at 20 µM; IC50 in µM for titrated hits; 0.66% of 190,000 active
# LYP inhibition: inhibitors of LYP phosphatase, biochemical, fluorescence intensity, uHTS (AID 1779); 0.054% of 290,000 active; inhibition, % at 11.5 µM; hits with a dose series show IC50 in µM; Tyrosine-protein phosphatase non-receptor type 22 (Homo sapiens); recombinant LYP phosphatase, fluorescence intensity; higher % means a stronger effect;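 further: plate controls were vehicle with enzyme for no effect and no enzyme for full effect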
# PMI inhibitors: inhibitors of human PMI, primary screen, biochemical, fluorescence intensity, coupled assay (AID 1209); purified PMI enzyme, coupled fluorescence intensity; higher % means a stronger effect; 0.42% of 190,000 active; inhibition, % at 20 µM, or IC50 in µM where a hit was titrated; Mannose-6-phosphate isomerase (Homo sapiens);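 further: plate controls were DMSO vehicle for no effect and wells lacking substrate for full effect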
# * hit, by the source's call; . = no result given; [ ] = remark or other dose. Unless noted, no stated cut-off is given here; in the data, active means inhibition above about 50%; inactive means the rest.
SMILES,KOR beta-arrestin-1,XIAP displacement,KOR beta-arrestin-2,TNAP activators,NOD1 NF-kB reporter,HEK293 NOD2/NF-kB,human PMI inhibitors,LYP inhibition,PMI inhibitors
CCCCCCC(=O)NN1CCN(C)CC1,-1.2%,-11.2%,-22.0%,1.1,-6.7%,-6.9%,-0.6%,2.9%,-2.7%
O=C(c1ccc(N2CCCCCC2)c([N+](=O)[O-])c1)N1CCc2ccccc21,8.0%,-6.1%,16.2%,0.9,12.4%,19.4%,-0.2%,-6.6%,10.9%
Cc1c(C(=O)NC2CCCCC2)oc2ccc(F)cc12,0.4%,.,-25.2%,.,-48.5%,-47.2%,.,-5.8%,.
CCC(C)(C)n1nnnc1C(c1ccncc1)N1CCN(c2cccc(OC)c2)CC1 (stereo not given),-2.0%,-2.4%,26.6%,0.9,-17.3%,-2.3%,10.8%,-0.8%,12.5%
CCOc1ccc(C2N(c3ccc(F)cc3)C(=O)C3CCCN32)cc1OC (stereo not given),2.8%,-4.1%,2.7%,1.2,-12.0%,-9.2%,-6.1%,-2.6%,-3.1%
CCCc1nc2ccccc2c(=O)n1/N=C/c1ccccc1O,-9.1%,-5.2%,-15.0%,1.1,-2.1%,-1.0%,-2.9%,-3.3%,-5.8%
COc1ccc(CN2CCN(C(=O)CC(C)C)CC2)cc1,6.8%,.,10.8%[20 µM],.,-18.0%,3.4%,.,-7.9%,.
COC(=O)c1ccc(NS(=O)(=O)c2c(C)[nH]c(C)c2C(=O)N2CCCC2)cc1,-9.0%,.,11.2%,.,-24.7%,-1.9%,.,-6.4%,.
CCOc1cccc(-c2c(C(=O)N/N=C/c3cccs3)nnn2-c2nonc2N)c1,2.3%,.,-22.7%,.,-2.2%,21.6%,.,-3.1%,.
O=C(/C=C/Nc1ccc(F)c(F)c1)c1cccs1,-0.1%,-9.6%,18.4%,1,-43.4%,-150.1%,-6.7%,2.7%,3.3%
Cc1cccc(NC(=O)COc2ccc3oc4c(c3c2)CCCC4)n1,-1.3%,-2.7%,2.2%,1.1,-7.5%,-2.2%,-3.4%,-8.2%,1.9%
CN1CCN(C(=O)C(N)Cc2ccccc2)CC1 (stereo not given),-4.2%,-3.9%,-10.5%,1.1,-33.7%,15.5%,5.6%,-12.4%,-1.3%
CCOC(=O)CSc1n[nH]c(NC(=O)c2cccc(C)c2)n1,-1.1%,-1.9%,9.1%,0.9,3.5%,2.1%,-5.5%,-7.5%,-7.3%
O=C(c1ccco1)N1CCN(c2cc(=O)n(C3CCCCC3)c(=O)[nH]2)CC1,0.6%,1.3%,-15.4%,1.1,2.6%,3.8%,5.0%,-3.9%,1.9%
O=C(NCC1CC1)Nc1ccccc1,7.5%,.,-13.2%,.,-10.8%,-12.4%,.,-6.0%,.
CCN(CC)c1ccc(/C=N/n2c(-c3ccccc3Br)n[nH]c2=S)cc1,-2.9%,.,33.3%,.,16.5%,-4.7%,.,2.9%,.
C=CCOc1cccc(C2C(C(=O)c3ccco3)=C(O)C(=O)N2CCN2CCOCC2)c1 (stereo not given),4.6%,-11.3%,16.2%,1.1,-18.0%,-3.2%,-44.7%,0.7%,-7.6%
CCNC(=O)c1sc2cc(C)ccc2c1Cl,-1.7%,-3.1%,2.4%,1.1,-54.0%,-79.3%,-5.6%,-2.9%,-2.2%
CC1(C)Cc2c(C#N)c(N3CCN(C(=O)c4ccccc4Cl)CC3)nc(-c3ccco3)c2CS1,1.0%,-5.8%,3.8%,1,-10.3%,21.3%,20.7%,15.8%,18.0%
O=C(Nc1ccccc1C(=O)NCc1ccccc1)C1=CSCCO1,-2.6%,.,-19.3%,.,-13.3%,9.5%,.,-7.8%,.
Cc1cc(Cl)ccc1C(=O)C1CCCN(C(=O)c2cncs2)C1 (stereo not given),-6.8%,.,-34.9%,.,15.4%,15.1%,.,-7.0%,.
CCOC(=O)c1ccc(NCn2c(=O)oc3ccccc32)cc1,1.7%,-4.2%,20.2%,1.1,-3.8%,-23.5%,8.2%,-7.2%,10.5%
O=C(Nc1ccc(Cl)cc1Cl)c1ccc(-c2ccccc2)cc1,6.9%,-20.5%,-16.6%,1.1,-29.3%,-4.4%,-6.3%,-1.4%,-8.9%
Cc1nn(-c2ccccc2)c(C)c1/C=N/NC(=O)CSc1nc2ccccc2c(=O)n1-c1ccccc1,2.5%,-2.8%,-21.3%,1.1,43.7%,-7.5%,8.0%,3.1%,13.5%
CCOC(=O)c1sc(NN=C(C(=O)OC)C(=O)OC)c(C(=O)OCC)c1C,0.0%,-1.2%,-0.7%,1.1,-13.8%,1.8%,0.8%,-4.6%,4.2%
CCN(CC)C(=O)c1sc2nc(N3CCOCC3)c3c(c2c1N)CCCC3,2.5%,-5.1%,-31.5%,1.1,-4.3%,-1.0%,-11.7%,2.8%,-2.3%
O=C(NC(=S)Nc1ccc2nc[nH]c2c1)c1ccccc1,-2.4%,.,-4.4%,.,-47.9%,-31.4%,.,-7.2%,.
COc1cccc(NC(=O)C2CC(=O)N(C)C(=Nc3cccc(F)c3)S2)c1 (stereo not given),-0.9%,-6.0%,-16.6%,1.1,13.8%,11.7%,11.3%,0.2%,15.4%
O=S1(=O)CCO[C@H]2Cc3ccccc3[C@H]2N1Cc1ccccc1,-3.5%,.,-11.6%[20 µM],.,-9.3%,3.6%,.,-14.4%,.
Cc1ccc(NS(=O)(=O)c2ccc3[nH]c(=O)c(=O)[nH]c3c2)cc1Cl,-2.6%,-2.3%,21.4%,1.1,-44.8%,1.7%,14.3%,0.1%,14.5%
C=CCn1c(C)cc(C(=O)COc2ccc(S(=O)(=O)N3CCCC3)cc2[N+](=O)[O-])c1C,13.9%,-8.8%,14.0%,1,-12.1%,-1.6%,14.0%,2.7%,28.4%
O=C(CSc1nnc(NC(=O)c2ccccc2[N+](=O)[O-])s1)NC1CCCC1,4.1%,.,-24.3%,.,0.0%,8.8%,.,-8.0%,.
CCOC(=O)C1CCN(C(=O)COc2ccc(N(C)S(=O)(=O)c3ccc(C)cc3)cc2)CC1,-5.3%,-6.9%,26.2%,1.1,-35.9%,12.7%,3.0%,-1.2%,-1.7%
NC(=O)COC(=O)C12CC3CC(CC(O)(C3)C1)C2,-2.7%,-2.3%,-14.6%,1.1,-12.0%,12.5%,-9.4%,-8.2%,-11.4%
O=C(NC1CCCCC1)C1CCCN(S(=O)(=O)c2ccc(F)cc2)C1 (stereo not given),-3.7%,.,-9.4%,.,-30.0%,5.9%,.,-2.5%,.
CCC/C(O)=C1\C(=O)CC(C)(C)CC1=Nc1ccc(OC)cc1OC,-5.3%,-8.7%,-5.1%,1,2.2%,-12.4%,12.6%,0.8%,14.0%
COc1cc2c(cc1OC)C(COc1ccccc1OC)N(C(C)=O)CC2 (stereo not given),3.8%,.,-52.0%,.,-4.2%,-4.5%,.,-6.1%,.
COc1cc(NC(=O)C2CC(=O)NC3=C2C(=O)CCC3)cc(OC)c1 (stereo not given),-3.9%,-3.1%,4.3%,1.1,-10.9%,14.6%,1.2%,-2.9%,-0.2%
COc1ccc(S(=O)(=O)NCC(c2cccnc2)N2CCN(c3ccccc3OC)CC2)cc1C (stereo not given),-0.4%,-4.5%,-22.6%,1.1,1.5%,1.0%,-5.8%,7.4%,-4.8%
N#CC1=C(N)C2=CCCC[C@H]2[C@H](c2ccc(Br)cc2)C1(C#N)C#N,-2.3%,-6.2%,23.3%,1.1,11.8%,4.1%,40.5%,-5.5%,20.0%
Cn1cccc1C(=O)OCC(=O)N1CC(=O)Nc2ccccc21,-1.2%,-2.2%,-37.1%,1,-24.8%,24.3%,-7.6%,-4.4%,-13.0%
COc1ccc(Nc2c3c(c(C#N)c4nc5ccccc5n24)CCC3)cc1,-2.3%,-6.4%,12.2%,1,-11.5%,5.4%,11.7%,-6.2%,7.8%
Cc1ncc(CO)c(/C=N/Nc2ccc(C(F)(F)F)cn2)c1O,0.7%,.,-7.2%,.,-2.6%,59.1%*,.,-3.3%,.
Cc1ccc2nc3c(c(Nc4ccc5c(c4)OCCO5)c2c1)CCC3,17.8%,-2.1%,-23.2%,1.1,-9.6%,-13.8%,5.6%,-1.9%,0.2%
O=C1C2=C(SCCS2)C(=O)N1c1ccccc1,-0.8%,-1.9%,30.5%,1.1,3.3%,11.5%,4.3%,-5.7%,10.0%
CC(C)(C)c1nnc(NS(=O)(=O)c2cc(Cl)ccc2Cl)s1,0.4%,.,-9.7%,.,-24.1%,11.9%,.,-7.7%,.
CSc1ccccc1NC(=O)N1CCCC(C(=O)c2ccc3c(c2)OCO3)C1 (stereo not given),3.3%,-3.7%,-31.6%,1.1,-40.2%,18.5%,-5.3%,-3.4%,-2.2%
COc1ccc(CCN2C(=O)CC(NC34CC5CC(CC(C5)C3)C4)C2=O)cc1OC (stereo not given),-4.7%,-1.8%,34.3%,1.1,-30.1%,-1.5%,-6.5%,-4.1%,-2.5%
COc1ccccc1Oc1cc(-n2nc(C)cc2C)ncn1,0.8%,2.5%,-8.1%,1,-25.1%,4.7%,-1.6%,-2.4%,0.4%
CCOC(=O)c1ccc(NC(=S)N2CCN(c3ccc(N4CCOCC4)nn3)CC2)cc1,-0.4%,-3.6%,2.2%,1.1,-15.1%,-2.0%,-7.6%,-2.6%,-7.3%

# Three structures from above, sorted by molecular weight, high to low:
SMILES,KOR beta-arrestin-1,XIAP displacement,KOR beta-arrestin-2,TNAP activators,NOD1 NF-kB reporter,HEK293 NOD2/NF-kB,human PMI inhibitors,LYP inhibition,PMI inhibitors
CSc1ccccc1NC(=O)N1CCCC(C(=O)c2ccc3c(c2)OCO3)C1 (stereo not given),3.3%,-3.7%,-31.6%,1.1,-40.2%,18.5%,-5.3%,-3.4%,-2.2%
CC(C)(C)c1nnc(NS(=O)(=O)c2cc(Cl)ccc2Cl)s1,0.4%,.,-9.7%,.,-24.1%,11.9%,.,-7.7%,.
COc1ccccc1Oc1cc(-n2nc(C)cc2C)ncn1,0.8%,2.5%,-8.1%,1,-25.1%,4.7%,-1.6%,-2.4%,0.4%

# Carrying on.
SMILES,KOR beta-arrestin-1,XIAP displacement,KOR beta-arrestin-2,TNAP activators,NOD1 NF-kB reporter,HEK293 NOD2/NF-kB,human PMI inhibitors,LYP inhibition,PMI inhibitors
CC(=O)Oc1ccc(/C=C(\NC(=O)c2ccco2)C(=O)NCc2ccccc2)cc1,2.6%,.,14.6%,.,-26.2%,6.8%,.,-0.9%,.
Cc1ccc([N+](=O)[O-])cc1S(=O)(=O)Nc1ccc(O)c(Sc2ncn[nH]2)c1,1.4%,.,-16.5%,.,-36.3%,0.1%,.,-6.5%,.
CCOC(=O)C1=C(Nc2ccccc2)CC(C)(O)C(C(=O)OCC)C1c1ccccc1 (stereo not given),4.0%,2.0%,-12.8%,1,11.2%,-2.2%,3.7%,1.8%,2.8%
OCCC1CN(Cc2nc3ccc(F)cc3[nH]2)CCN1C1CCCC1 (stereo not given),-0.8%,.,41.0%,.,1.7%,19.3%,.,-4.5%,.
COc1ccc(CNC(=O)C(c2ccco2)N(Cc2cccs2)C(=O)Cc2cccs2)cc1 (stereo not given),0.0%,-8.1%,-3.7%,1.1,2.0%,2.5%,18.0%,4.2%,20.5%

# A portion of the library; count on the stated rates, not on these rows.
